From PubChem
Jurkat NFkB inh: inhibitors of the PMA/ionomycin-induced NF-kB reporter in Jurkat cells; PMA/ionomycin-induced NF-kB luciferase reporter, luminescence; inhibition, % at 4 µM; 0.53% of 330,000 active; AID 435003; in the data active = inhibition above about 50%
tim23-1 inh: tim23-1 yeast growth inhibition; S. cerevisiae tim23-1 growth, BacTiter-Glo luminescence, 24 h; inhibition, % at 20 µM; 1.3% of 330,000 active;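 active = growth inhibition of the mutant yeast at or above 50%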;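 also: temperature-sensitive mutant grown at 25 °C; plate controls were DMSO-treated mutant yeast for no effect and medium wells lacking yeast for full effect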
CHOP UPR activ: activators of apoptotic arm of unfolded protein response (CHOP); 0.34% of 330,000 active; activation, % at 10 µM; CHO-CHOP luciferase reporter, UPR activation, luminescence; percent of tunicamycin response over DMSO baseline;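 active = at 10 µM dose, activation of 40% or more, normalized to positive control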;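 also: 100% = tunicamycin at 10 µg/mL and 0% = DMSO alone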
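Material: CHO-CHOP cells, stable luciferase reporter of PERK-eIF2a-CHOP signalling; quantity: 500 reporter cells seeded per well; buffer or medium: F12 medium containing 10% fetal bovine serum; compound: one dose, 10 µM in 0.5% DMSO; incubation: 6 h compound treatment, 37 °C; measured by: Steady-Glo luciferase luminescence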
APJ antagonist: blocks the human apelin receptor APJ. CHO-K1 APJ beta-arrestin complementation, luminescence. inhibition, % at 20 µM. 0.32% of 330,000 active. AID 2521;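 active = inhibition above about 40% at 20 µM, limit read from the data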;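 also: cells challenged with 10 nM apelin-13 agonist together with compound; plate controls were apelin-13 plus DMSO wells for no effect and DMSO wells lacking apelin-13 for full effect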
Mdm2-MdmX inh: human Mdm2/MdmX binding inhibition; SaOS-2 split-luciferase Mdm2/MdmX complementation, luminescence; O15151+Q00987; inhibition, % at 8 µM; 3% of 330,000 active;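 active = inhibition of at least 50% at 8 µM in the primary screen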
Target sequence (O15151 whole entry, looked up): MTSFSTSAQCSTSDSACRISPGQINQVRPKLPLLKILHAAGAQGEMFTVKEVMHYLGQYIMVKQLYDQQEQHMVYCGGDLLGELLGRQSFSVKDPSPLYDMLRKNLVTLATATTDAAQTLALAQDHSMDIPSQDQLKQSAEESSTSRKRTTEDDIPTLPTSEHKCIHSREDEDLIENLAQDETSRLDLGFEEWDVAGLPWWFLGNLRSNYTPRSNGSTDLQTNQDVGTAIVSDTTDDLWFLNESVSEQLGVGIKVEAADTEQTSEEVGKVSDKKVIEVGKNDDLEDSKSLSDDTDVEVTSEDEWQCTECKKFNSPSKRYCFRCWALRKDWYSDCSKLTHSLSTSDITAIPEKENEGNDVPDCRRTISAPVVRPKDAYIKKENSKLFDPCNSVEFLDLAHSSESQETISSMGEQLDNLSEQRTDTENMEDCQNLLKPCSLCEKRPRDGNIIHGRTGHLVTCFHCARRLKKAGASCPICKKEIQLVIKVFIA
Target sequence (Q00987 whole entry, looked up): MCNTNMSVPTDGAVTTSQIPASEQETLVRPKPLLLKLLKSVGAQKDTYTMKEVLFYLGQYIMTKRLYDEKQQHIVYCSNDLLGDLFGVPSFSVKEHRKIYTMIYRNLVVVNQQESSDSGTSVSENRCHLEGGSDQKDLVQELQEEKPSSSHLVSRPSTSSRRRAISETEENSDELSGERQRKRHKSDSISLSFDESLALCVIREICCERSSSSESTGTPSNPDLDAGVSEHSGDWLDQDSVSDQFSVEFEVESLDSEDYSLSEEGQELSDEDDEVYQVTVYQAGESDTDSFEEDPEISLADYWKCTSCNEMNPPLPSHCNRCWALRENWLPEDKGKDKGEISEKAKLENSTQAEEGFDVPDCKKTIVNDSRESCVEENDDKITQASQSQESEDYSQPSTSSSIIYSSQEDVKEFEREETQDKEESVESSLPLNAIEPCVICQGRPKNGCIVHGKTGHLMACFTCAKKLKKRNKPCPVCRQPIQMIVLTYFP
697 NFkB inh: inhibitors of the PMA/ionomycin-induced NF-kB reporter in 697 B cells; 0.33% of 330,000 active; inhibition, % at 4 µM; 697 B-cell NF-kB luciferase reporter, 16 h; AID 435022; in the data active = inhibition above about 35%
UPR XBP1 act: activators of adaptive arm of unfolded protein response (XBP1); AID 463104; 0.33% of 330,000 active; activation, % at 20 µM; CHO-XBP1 luciferase reporter, IRE1-XBP1 UPR activation, luminescence; percent of tunicamycin response, DMSO as zero;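 active = versus positive control, 20 µM dose yields 30% or more activation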;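 also: 100% = tunicamycin at 10 µg/mL and 0% = DMSO only wells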
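Assay system: CHO-XBP1 luciferase reporter cells; Schedule: 6 h treatment, 37 °C; Detection: glow luminescence from Steady-Glo reagent; Benchmarks: high control tunicamycin 10 µg/mL final, low control DMSO vehicle only.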
APJ ag: activates the human apelin receptor APJ | CHO-K1 APJ PathHunter beta-arrestin, luminescence; 0% DMSO wells, 100% apelin | activation, % at 20 µM | 0.11% of 330,000 active | AID 2520;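 active = activation more than six SD over the plate average, tested at 20 µM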;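 also: 0% = DMSO alone and 100% = apelin-13 at 10 nM; some results filed as inactive read as strong as hits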
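Assay system: CHO-K1 APJ beta-arrestin complementation cell line / Compound: single test compound dose, 20 µM final, 1% DMSO / Times: overnight seeding, 90 min compound at 25 °C, 1 h detection / Technique: beta-gal luminescence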
Starred values were filed as active, the others as inactive.

entry | structure | Jurkat NFkB inh | tim23-1 inh | CHOP UPR activ | APJ antagonist | Mdm2-MdmX inh | 697 NFkB inh | UPR XBP1 act | APJ ag
1 | COc1cc(/C=N/NC(=O)c2cc3c(ccc4ccccc43)o2)cc(OC)c1O | -14 | 19 | -0.1 | -91 | 18 | -10 | 2 | 4
2 | COc1cc(/C=N/NC(=O)c2ccc(-c3ccccc3)cc2)cc(OC)c1OC | 3 | 9 | 3.7 | 2 | -2 | -7 | 2 | -1
3 | COc1cc(C2SCC(=O)N2Cc2ccccc2)ccc1O (stereo not drawn) | 11 | 2 | 1.5 | 8 | -15 | 2 | -6 | -3
4 | COc1ccc(-c2nnc(N(C)C(=O)c3ccco3)s2)cc1OC | -20 | 3 | 6.8 | 0 | 7 | 5 | 8 | -4
5 | Cc1ccc(NC(=O)CCOc2ccccc2C)cc1F | -21 | 25 | -0.5 | -1 | -45 | -14 | -2 | -1
6 | Cc1ccc(S(=O)(=O)NCC(=O)Nc2ccc3c(c2)OCO3)cc1 | -6 | 1 | -0.8 | 1 | 20 | 3 | 6 | -3
7 | CCOC(=O)c1ccc(-n2nc(C)cc2C)cc1 | -2 | 13 | 1.4 | 14 | 15 | -14 | 5 | 0
8 | COc1ccc(OC)c2nc(-c3ccncc3)ccc12 | -9 | 24 | -1.6 | 1 | -17 | 0 | -1 | -1
9 | O=C(COC(=O)CCNS(=O)(=O)c1ccccc1)Nc1ccc(OC(F)F)cc1 | -9 | 11 | 0.1 | -16 | 16 | 1 | -4 | 5
10 | C=CCOCC(O)Cn1c(N2CCCC2)nc2c1c(=O)n(C)c(=O)n2C (stereo not drawn) | -9 | 7 | 4.1 | -7 | 23 | -4 | 0 | -1
11 | O=C1CC2CS(=O)(=O)CC2N1c1ccc(Oc2ccccc2)cc1 (stereo not drawn) | 6 | 17 | -1.5 | 16 | 3 | -6 | -1 | 5
12 | CC(C)c1ccc(NC(=O)COC(=O)c2cc(=O)[nH]c3ccccc23)cc1 | -18 | -4 | -0.8 | 7 | -17 | 10 | -1 | -4
13 | O=c1c2ccccc2nc(-c2ccccc2)n1Cc1ccccc1 | -9 | 36 | 7.6 | -12 | -35 | -8 | 5 | -2
14 | CCOC(=O)c1oc2ccccc2c1NC(=O)c1ccc(S(=O)(=O)N2CCCC2)cc1 | -2 | -20 | -0.6 | 7 | -37 | -19 | -2 | 0
15 | Nc1ccccc1SCC(=O)N1CCc2ccccc21 | -37 | 6 | 0.0 | -23 | -22 | -28 | 0 | 1
16 | CC1(C)Cc2cccc(OCC(=O)Nc3cc(C(F)(F)F)ccc3N3CCOCC3)c2O1 | 12 | -12 | -0.4 | 30 | 31 | 12 | 2 | -4
17 | Cc1ccc(-c2nnc(SCC(=O)N/N=C/c3ccc(C)s3)n2-c2ccc(C)cc2)cc1 | -9 | 9 | 0.6 | -119 | 42 | 1 | -2 | 5
18 | CCN(c1ccccc1)S(=O)(=O)c1cc(C(=O)NCc2ccco2)ccc1C | 10 | 27 | 1.1 | -5 | 21 | 12 | -3 | -3
19 | COc1ccc(/C=N/OCC(=O)N2CCCC2)c(OC)c1 | -16 | 6 | -2.8 | 4 | -12 | 3 | 1 | -2
20 | CC(C)(C)C(=O)Nc1ccc(-c2cn3ccsc3n2)cc1 | -116 | 15 | -2.7 | 11 | -109 | -153 | -3 | 7
21 | O=C(Nc1ccc(N2C(=O)C3C4C=CC(C4)C3C2=O)cc1Cl)c1cccs1 (stereo not drawn) | -12 | 1 | 0.8 | 14 | 26 | -4 | 4 | -1
22 | O=C(CCNC(=O)c1ccccc1)NNC(=O)COc1ccccc1Cl | -16 | -8 | 1.6 | 7 | -13 | 0 | -1 | 2
23 | COc1ccc2c(c1O)Cc1ccccc1C2=O | -11 | -36 | 7.0 | -54 | -35 | -13 | 0 | -1
24 | CN(C)c1cccc(C(=O)Nc2cccc(F)c2)c1 | -37 | 32 | 2.9 | 6 | -78 | -27 | 4 | 6
25 | COc1ccccc1C1CC(c2ccc(Cl)cc2)Nc2ncnn21 (stereo not drawn) | -8 | 21 | -1.8 | 5 | -16 | -7 | -5 | 0

Overlap with the part before: 7 entries; new compounds follow.
entry | structure | Jurkat NFkB inh | tim23-1 inh | CHOP UPR activ | APJ antagonist | Mdm2-MdmX inh | 697 NFkB inh | UPR XBP1 act | APJ ag
19 | COc1ccc(/C=N/OCC(=O)N2CCCC2)c(OC)c1 | -16 | 6 | -2.8 | 4 | -12 | 3 | 1 | -2
20 | CC(C)(C)C(=O)Nc1ccc(-c2cn3ccsc3n2)cc1 | -116 | 15 | -2.7 | 11 | -109 | -153 | -3 | 7
21 | O=C(Nc1ccc(N2C(=O)C3C4C=CC(C4)C3C2=O)cc1Cl)c1cccs1 (stereo not drawn) | -12 | 1 | 0.8 | 14 | 26 | -4 | 4 | -1
22 | O=C(CCNC(=O)c1ccccc1)NNC(=O)COc1ccccc1Cl | -16 | -8 | 1.6 | 7 | -13 | 0 | -1 | 2
23 | COc1ccc2c(c1O)Cc1ccccc1C2=O | -11 | -36 | 7.0 | -54 | -35 | -13 | 0 | -1
24 | CN(C)c1cccc(C(=O)Nc2cccc(F)c2)c1 | -37 | 32 | 2.9 | 6 | -78 | -27 | 4 | 6
25 | COc1ccccc1C1CC(c2ccc(Cl)cc2)Nc2ncnn21 (stereo not drawn) | -8 | 21 | -1.8 | 5 | -16 | -7 | -5 | 0
26 | COc1ccc(OC)c(CN2CCN(C(=O)c3cccc4ccccc34)CC2)c1 | 6 | 25 | -1.2 | 5 | 5 | 29 | -4 | 1
27 | O=C(Nc1sc2c(c1C(=O)O)CCC2)c1ccco1 | 0 | 8 | 0.0 | -8 | -19 | -2 | 1 | -1
28 | O=C(c1nc2ccc(Cl)cn2c1CN1CCCC(CO)C1)N1CCc2ccccc2C1 (stereo not drawn) | 10 | 11 | 0.7 | 3 | -16 | -2 | -3 | -1
29 | CCn1cc(C(C)NC(=O)Nc2ccc3c(c2)OCO3)c(C)n1 (stereo not drawn) | 3 | -9 | 0.8 | 4 | -7 | -1 | -1 | -2
30 | COc1ccc(C(=O)NN2C(=O)C3CCC(C)(C2=O)C3(C)C)cc1 (stereo not drawn) | 15 | 29 | 0.2 | 9 | 2 | 26 | -1 | 4
31 | Cc1ccc(CNCCCSc2ncccn2)cc1 | -18 | -68 | 0.4 | 19 | -5 | -9 | 1 | 1
